Source: PubChem BioAssay
GSK3 alpha inh = inhibitors of human GSK-3 alpha kinase; P49840; ADP-Glo luminescence, 60 min; inhibition, % at 10 µM; actives 0.1% (n = 320,000);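 in the data active = inhibition above about 50%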;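 note: GST-tagged GSK-3 alpha with peptide substrate and 25 µM ATP; 0% = DMSO neutral wells and 100% = GW8510 positive control wells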
KCNQ1 act = potentiates or activates the human KCNQ1 potassium channel; P51787; CHO-K1 KCNQ1, thallium flux FluxOR fluorescence; active compounds read high; B-score at 10 µM; actives 0.35% (n = 310,000); AID 2648;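 active = fluorescence ratio B-score, a plate-corrected score, at least three library SD, with initial intensity B-score within 5 SD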
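System: CHO-K1 cells stably expressing KCNQ1 / Medium: assay buffer for compound exposure, DMSO matched across wells / Reagent: thallium- and potassium-containing depolarizing buffer / Compound: one concentration, matched DMSO / Incubation: 20 min compound pretreatment at room temperature / Measured by: kinetic FluxOR fluorescence, 10 s baseline plus 110 s post-stimulus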
KCNQ1 inh = blocks the human KCNQ1 potassium channel | P51787 | CHO-K1 KCNQ1, FluxOR thallium flux fluorescence; active compounds read high | B-score at 10 µM | actives 1.3% (n = 310,000) | AID 2642;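 active = compounds whose thallium flux B-score, printed positive for inhibition, exceeds three library SD while starting fluorescence stays within three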;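 note: channel opened by potassium depolarization with thallium stimulus after 20 min compound exposure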
hERG rescue = shields human hERG channel from block by proarrhythmic agents; Q12809; CHO-hERG, FluxOR thallium flux, dofetilide IC70 present; activation (rescue from dofetilide block), less the hit threshold, % at 10 µM; actives 0.51% (n = 310,000); AID 1511;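 active = activation above the mean of controls blocked by dofetilide plus 5 SD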;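 note: thallium influx through hERG after potassium depolarization seen as dye fluorescence rise; in these data hits start at about 4.7%; inactives centre near -7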
Target sequence (Q12809 whole entry, looked up): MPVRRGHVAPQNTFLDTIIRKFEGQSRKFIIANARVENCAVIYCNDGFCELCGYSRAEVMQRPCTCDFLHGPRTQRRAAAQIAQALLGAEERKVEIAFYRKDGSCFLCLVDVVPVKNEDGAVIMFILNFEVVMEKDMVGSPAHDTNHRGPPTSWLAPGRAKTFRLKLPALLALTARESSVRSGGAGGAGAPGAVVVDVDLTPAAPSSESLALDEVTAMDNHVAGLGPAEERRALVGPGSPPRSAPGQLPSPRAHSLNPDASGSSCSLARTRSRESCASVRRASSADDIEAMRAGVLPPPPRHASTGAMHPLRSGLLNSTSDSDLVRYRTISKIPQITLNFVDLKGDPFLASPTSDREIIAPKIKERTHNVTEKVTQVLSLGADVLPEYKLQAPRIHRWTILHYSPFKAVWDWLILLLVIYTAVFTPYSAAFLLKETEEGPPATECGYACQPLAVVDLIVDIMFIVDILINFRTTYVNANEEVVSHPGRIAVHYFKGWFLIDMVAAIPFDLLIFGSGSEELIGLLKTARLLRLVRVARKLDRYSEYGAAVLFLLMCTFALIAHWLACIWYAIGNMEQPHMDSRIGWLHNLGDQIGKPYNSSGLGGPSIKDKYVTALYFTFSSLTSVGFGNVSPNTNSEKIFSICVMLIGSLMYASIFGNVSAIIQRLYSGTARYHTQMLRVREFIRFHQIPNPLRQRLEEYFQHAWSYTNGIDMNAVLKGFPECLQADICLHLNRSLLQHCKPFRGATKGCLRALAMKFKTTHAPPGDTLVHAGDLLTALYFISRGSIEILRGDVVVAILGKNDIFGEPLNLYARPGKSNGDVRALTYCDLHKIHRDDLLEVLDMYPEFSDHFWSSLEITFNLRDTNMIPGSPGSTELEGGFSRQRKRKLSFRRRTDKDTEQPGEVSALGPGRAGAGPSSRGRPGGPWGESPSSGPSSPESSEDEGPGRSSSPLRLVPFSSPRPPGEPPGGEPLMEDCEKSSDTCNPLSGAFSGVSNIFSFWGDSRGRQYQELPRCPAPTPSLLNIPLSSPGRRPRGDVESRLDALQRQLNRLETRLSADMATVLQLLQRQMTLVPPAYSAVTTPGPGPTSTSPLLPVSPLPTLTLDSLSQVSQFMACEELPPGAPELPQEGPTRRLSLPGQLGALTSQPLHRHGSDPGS
RGS4 block = inhibitors of human RGS4 | P49798 | HEK293 M3R/RGS4 inducible, Fluo-4 calcium flux; active compounds read high; triggered by carbachol at its EC20 | actives 0.45% (n = 310,000) | B-score at 10 µM;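 active = B-score, a plate-corrected calcium signal, over three deviations above library mean, with baseline fluorescence within five deviations of library mean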;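 note: RGS4 expression induced by doxycycline in cells with stable M3 receptor; B-score is computed from the integrated fluorescence ratio over baseline after carbachol; higher B-score means a larger calcium signal and so more RGS4 inhibition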
PolyA inhibitor = blocks polyadenylation in yeast reporter cells. S. cerevisiae SKY197-pL101 polyadenylation reporter, beta-gal luminescence; efflux-impaired pdr1/pdr3 knockout yeast; score 100 = 6 SD above DMSO. calls only at 12 µM. actives 0.02% (n = 300,000);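 active = lowest replicate activity score at least 50, where 100 means six control SD above control mean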;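 note: yeast exposed to compound for 9 h at 30 °C; higher score means more reporter readthrough which indicates perturbed polyadenylation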
GSK3B inh = blocks human GSK3beta kinase activity | actives 0.038% (n = 300,000) | GST-GSK3beta kinase, ADP-Glo luminescence, 60 min; active compounds read low | activity score (negative = inhibition), % at 10 µM | AID 2097;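 active = more than half of replicate wells score below -50%, meaning over 50% inhibition versus plate controls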;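 note: 0% = median DMSO wells and -100% = median GW8510 positive control wells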
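Test system: GST-fused GSK3beta enzyme, cell-free | Quantity: 1.6 ng GST-GSK3beta enzyme per well | Reagent: 25 µM ATP with peptide substrate | Schedule: 60 min enzyme reaction, room temperature | Signal: Luminescent ADP-Glo measurement of ADP formed | Read-out basis: Score relative to plate controls | Control set: DMSO and 20 µM GW8510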
KCNK9 block = blocks the human KCNK9 two-pore domain potassium channel; HEK293 KCNK9, FluxOR thallium flux fluorescence; active compounds read low; B-score at 10 µM; Q9NPC2; AID 488922; actives 1.2% (n = 310,000);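 active = ratio B-score over 3 SD below the library mean, with starting fluorescence within 5 SD of its mean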;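 note: negative B-score means less thallium flux so channel inhibition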
Dyrk1A ADPGlo = Dyrk1A (rat) kinase inhibition; ADP-Glo luminescence, NFATc1 peptide; inhibition, % at 12.5 µM; AID 504441; actives 0.43% (n = 310,000); Q63470; in the data active = inhibition above about 50%;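 note: plate controls were vehicle with enzyme for no effect and no enzyme for full effect; many of its hits are not listed in these tables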
KCNK3 block = human KCNK3 channel inhibition, primary screen; actives 0.84% (n = 340,000); O14649; CHO-KCNK3 thallium flux, FluxOR fluorescence; active compounds read low; B-score at 10 µM;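 active = B-score under library mean minus 4 SD, starting fluorescence ratio at most library mean plus 5 SD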;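 note: more negative B-score means stronger inhibition of thallium flux through KCNK3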
RGS4 act = RGS4 potentiation or activation | HEK293 M3R/inducible RGS4, carbachol calcium flux Fluo4; active compounds read low | AID 463111 | B-score at 10 µM | actives 0.92% (n = 310,000);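 active = B-score of the integrated calcium signal more than 4 SD below the library mean, with starting fluorescence not abnormally high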;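 note: negative B-score means reduced calcium response which marks RGS4 activation or potentiation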
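System: HEK293 FlpIn-TREx cells, stable M3R, doxycycline-inducible RGS4. Timing: overnight RGS4 induction, 30 min dye load 37 °C, 20 min compound RT. Also added: carbachol, ECmax concentration. Measured by: Fluo4 fluorescence kinetic imaging of calcium. Evaluation: integrated calcium ratio converted to B score.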
Starred values were filed as active, the others as inactive; i = inactive; / = not tested or not shown. A portion of the library; the hit share may differ from the screen's.

SMILES	GSK3 alpha inh	KCNQ1 act	KCNQ1 inh	hERG rescue	RGS4 block	PolyA inhibitor	GSK3B inh	KCNK9 block	Dyrk1A ADPGlo	KCNK3 block	RGS4 act
Cc1nc2c(C(=O)N3CCCCC3)cnn2c(C)c1Cc1ccccc1F	-2.6	i	i	-5.8	i	i	2.1	i	0.3	i	i
CC1CC(C)CN(C(=O)c2ccc(N3CC4CC(C3)c3cccc(=O)n3C4)c([N+](=O)[O-])c2)C1 (stereo not drawn)	-1.8	i	i	-9.3	i	i	-7.5	i	6.4	i	i
CC1CN(C(=O)CCC(=O)NCCCN2CCN(Cc3ccccc3)CC2)c2cc(Cl)ccc2O1 (stereo not drawn)	2.1	i	i	-10.5	i	i	0.8	i	4.1	i	i
Cc1cc(C(F)F)n2nc(C(=O)Nc3sc4c(c3C#N)CCC(C)C4)nc2n1 (stereo not drawn)	-0.3	i	i	-11.6	i	i	-3.5	i	-16.0	i	i
C=CCN1C(=O)c2ccc(C(=O)N(CCOC)c3c(N)n(CCCC)c(=O)[nH]c3=O)cc2C1=O	-1.3	i	i	-6.3	i	i	-0.2	i	8.5	i	i
CCN1CCN(C(=O)CCNC(=O)Cn2cnc3ccccc3c2=O)CC1	0.4	i	i	-4.3	i	i	0.1	i	7.9	i	i
O=S(=O)(c1ccc(Br)cc1)N1CCC(c2nc3ccccc3[nH]2)CC1	-25.8	i	i	-1.9	i	i	2.8	i	-4.3	i	i
Cn1cnnc1SCC(=O)c1ccc2c(c1)OCO2	-0.4	i	i	-10.8	i	i	-24.6	i	-1.6	i	i
CC(C)(C)c1ccc(C2=CC(c3ccccc3)n3ncnc3N2)cc1 (stereo not drawn)	-1.4	i	i	-8.7	i	i	0.2	i	15.2	i	i
CCCN(CC1CC1)C(=O)CSc1ncnc2sc(C)c(C)c12	-3.9	i	i	-9.9	i	i	0.4	i	7.6	i	i
Cc1ccc(C)c(NC(=O)CCc2c(C)nn(-c3ccc(N4CCCCC4)nn3)c2C)c1	-0.7	i	i	-13.8	i	i	-8.0	i	1.7	i	i
CC1CCCCN1C(=O)Cn1nnc(-c2cccnc2)n1 (stereo not drawn)	-3.2	i	i	0.2	i	i	-0.9	i	-5.9	i	i
CCOC(=O)C1CCN(C(=O)c2ccccc2NC(=O)c2ccc(Cl)cc2)CC1	-1.4	i	i	-7.8	i	i	-4.1	i	-5.3	i	i
CCCC(=O)Nc1cccc(NC(=O)c2ccccc2Br)c1	-3.5	i	i	-5.9	i	i	2.2	i	-5.0	i	i
Nn1cnc2scc(-c3ccco3)c2c1=O	-0.4	i	i	-5.2	i	i	0.6	i	7.0	i	i
Cc1onc(-c2ccccc2Cl)c1C(=O)Nc1ccc(S(=O)(=O)NCC2CCCO2)cc1 (stereo not drawn)	-1.2	i	i	-0.4	i	i	0.2	i	10.3	i	i
COC(=O)C1=CN(C(C)C)C=C(C(=O)OC)C1c1cc(Br)c(OC)c(OC)c1	-0.5	i	i	-14.9	i	i	-0.9	i	2.3	i	i
O=C(CCC(=O)OCC(=O)c1cccc([N+](=O)[O-])c1)Nc1ccccc1Cl	-2.3	i	i	-14.3	i	i	0.7	i	1.4	i	i
c1cc(-c2nsc(-c3ccncc3)n2)ccn1	11.0	i	i	-2.0	i	i	-5.9	i	27.5	i	i
CCOC(=O)C1(CCCc2ccccc2)CCN(C(=O)CSC)CC1	1.7	i	i	-5.4	i	i	2.6	i	-6.2	i	i
Cc1onc(-c2ccccc2)c1C(=O)Nc1cccc(C#N)c1	1.1	i	i	-4.8	i	i	-0.7	i	10.3	i	i
O=C(COc1ccccc1)Nc1cccc(-c2nc3ccccc3[nH]2)c1	0.5	i	6*	-15.2	i	i	3.7	i	3.1	i	-8.13*
Cc1ccc(C)c(NC(=O)CSc2c(C)n[nH]c2C)c1	-1.7	i	i	-10.7	i	i	/	i	-1.7	i	i
O=C(NNC(=O)c1ccccc1Br)c1ccc(Cl)cc1	-3.2	i	i	-0.1	i	i	-1.9	i	1.0	i	i
CC(=O)Nc1cccc(NC(=O)CSc2nc(C)c(C)c(C)c2C#N)c1	-1.4	i	i	-11.0	i	i	2.1	i	-1.9	i	i
COc1cc(S(=O)(=O)N(Cc2cccnc2)Cc2cccc(OC)c2OC)ccc1-n1cnnn1	-1.9	i	i	-10.5	i	i	2.2	i	-2.1	i	i
Cc1nc(-c2nc(CC(=O)NNC(=O)c3ccc(Cl)cc3)cs2)cs1	-2.5	i	i	-6.3	i	i	1.2	i	/	i	i
CC(C)C(=O)Nc1nnc(S(=O)(=O)N2CCCc3ccccc32)s1	-0.6	i	i	-4.6	i	i	5.5	i	-3.3	i	i
CCOC(=O)Cn1nc(-c2ccccc2)c2ccccc2c1=O	-0.1	i	i	-0.9	i	i	0.6	i	34.2	i	i
O=[N+]([O-])c1ccc(S(=O)(=O)Nc2ccc(-c3ccc(N4CCOCC4)nn3)cc2)cc1	/	i	i	0.0	i	i	-1.4	i	5.5	i	i
CCOc1ccc(NC(=O)CSc2nnc(C)n2CCCOC)cc1	0.5	i	i	-0.3	i	i	-1.8	i	-2.3	i	i
CCC(C)(C(=O)NC1CCCC1)N(C(=O)CNC(C)=O)c1ccc(C)cc1 (stereo not drawn)	2.4	i	i	-5.0	i	i	-7.4	i	17.8	i	i
CN(CC(=O)N1CC(=O)N(CCc2ccccc2)C(=O)C1)S(=O)(=O)c1cccc2nsnc12	-0.1	i	i	-12.6	i	i	0.1	i	1.4	i	i
COc1cc(NC(=O)c2cc3c(=O)n(C)c4ccccc4c3n2C)cc(OC)c1OC	/	i	i	-3.2	i	i	3.3	i	-3.1	i	i
COc1ccccc1NC(=O)c1ccc(-c2ccc(Br)cc2)o1	-1.4	i	i	-2.5	i	i	1.6	-10.7*	-7.3	i	i
CCC(C)(C)n1nnnc1C(c1cc2cc3c(cc2[nH]c1=O)OCO3)N1CCCCC1 (stereo not drawn)	-3.9	i	i	-11.9	i	i	/	i	-0.9	i	i
O=C(CC1SCCNC1=O)Nc1cccc(C(F)(F)F)c1 (stereo not drawn)	-2.4	i	i	-13.2	i	i	2.0	i	3.8	i	i
S=C(NCCc1ccccc1)Nc1cnc2ccccc2c1	0.9	i	i	-13.1	i	i	9.6	i	18.8	i	i
COc1cccc(CNS(=O)(=O)c2ccc(S(=O)(=O)N3CCCC3)cc2)c1	-2.3	i	i	-6.8	i	i	1.9	i	-2.2	i	i
COc1cc(NS(=O)(=O)c2ccc(NC(=S)NC(=O)c3ccc(F)cc3)cc2)nc(OC)n1	-3.4	i	i	-11.6	i	i	3.5	i	34.1	i	i
CN(Cc1ccccc1)C(=O)CCS(=O)(=O)c1ccc2c(c1)NC(=O)CS2	-0.1	i	i	-6.6	i	i	-4.6	i	2.5	i	i
Cc1cc(C(F)F)nn1CC(=O)N1CCSCC1	-0.4	i	i	-3.9	i	i	-1.6	i	-2.7	i	i
CC(Sc1nnc(CNC(=O)c2ccco2)n1C)C(=O)Nc1nccs1 (stereo not drawn)	10.4	i	i	-2.9	i	i	-0.7	i	-1.1	i	i
COc1ccc(CNC(=S)NCc2ccc(F)cc2)cc1	-2.5	i	i	-10.8	i	i	-3.0	i	7.4	i	i
CCC1=C(OC(=O)N(CC)CC)N2C(=O)OC(=NCCOC)[C@]2(Cc2ccccc2)[C@H]2C1=CC[C@H]1C(=O)N(C)C(=O)[C@H]12	0.7	i	i	-3.7	i	i	1.1	i	5.4	i	i
COc1ccc(OC)c(NC(=O)C2CCN(C(=O)c3cccs3)CC2)c1	3.1	i	i	-10.0	i	i	-3.9	i	0.6	i	i
CC(Oc1ccc(Br)cc1)C(=O)Nc1cc(S(=O)(=O)N2CCOCC2)ccc1N1CCCC1 (stereo not drawn)	/	i	i	-3.8	i	i	2.7	i	3.8	i	i
COc1ccc(NS(=O)(=O)c2cccc(C(=O)NNC(=O)COc3ccccc3)c2)cc1	-2.4	i	i	-7.9	i	i	-0.1	i	0.4	i	i
CCOc1ccccc1N1CCN(C(=O)Nc2ccc(F)c(Cl)c2)CC1	-1.3	i	9*	-14.8	i	i	-0.3	i	-2.9	i	i
O=C1OCCN1CCN(CN1C(=O)CCC1=O)CN1C(=O)CCC1=O	-2.2	i	i	-11.1	i	i	1.5	i	-2.6	i	i
CCOc1ccc(CCNC(=O)COC(=O)c2cccc(OC)c2O)cc1OCC	-3.3	i	i	-19.1	i	i	1.1	i	-5.2	i	i
COc1ccccc1OCCNC(=O)CSC(=S)N1CCCC1	-0.3	i	i	-14.3	i	i	-0.2	i	6.7	i	i
Cc1nc(Nc2ccc(C(=O)O)cc2)nc(Nc2ccc(C(=O)O)cc2)c1[N+](=O)[O-]	45.3	i	i	-7.9	i	i	-22.2	i	6.4	i	i
Cc1nc(Nc2nc(CSc3nc4ccccc4[nH]3)cc(=O)[nH]2)nc2ccccc12	1.1	i	i	-4.2	i	i	11.6	i	3.1	i	-13*
Cc1cc(Cl)c(OCCCCN2CCOCC2)c(Br)c1	0.2	i	i	-10.1	i	i	1.0	i	/	i	i
O=C(O)CCC(=O)N1CC=C(c2ccccc2)CC1	-0.4	i	i	-5.6	i	i	2.0	i	1.7	i	i
CC(=O)N1N=C(c2cccs2)CC1c1cc2cc(C)ccc2nc1Cl (stereo not drawn)	-3.5	i	i	-2.7	i	i	2.1	i	-3.3	i	i
CC(C)NS(=O)(=O)c1ccc(OCC(=O)N2CCCC2)c(Cl)c1	4.6	i	i	-9.8	i	/	-1.0	i	-2.1	i	i
O=C(Nc1cc([N+](=O)[O-])ccc1N1CCCC1)c1ccco1	0.9	i	i	-2.9	i	/	2.9	i	2.8	i	i
CCOc1ccccc1N(CC(=O)Nc1cccnc1)S(=O)(=O)c1ccc(C)cc1	-1.2	i	i	-4.5	i	i	-0.4	i	/	i	i
CC(C)(C)C(=O)OCCNc1nc(-c2ccccc2)nc2ccccc12	-1.0	i	i	-11.3	i	i	2.3	i	3.3	i	i
